LYP phosphatase – inhibitors of LYP phosphatase, biochemical, fluorescence intensity, uHTS (AID 1779) | recombinant LYP phosphatase, fluorescence intensity; higher % means a stronger effect | inhibition, % at 11.5 µM, or IC50 in µM where a hit was titrated | actives 0.054% (n = 290,000); in the data active = inhibition above about 50%;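 also: plate controls were vehicle with enzyme for no effect and no enzyme for full effect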
XIAP antagonists – XIAP antagonists, biochemical, IAP family, fluorescence polarization (AID 1018) | XIAP BIR domain, fluorescence polarization peptide displacement; higher % means a stronger effect | E3 ubiquitin-protein ligase XIAP (Homo sapiens) | one-dose displacement, % at 20 µM; IC50 in µM for titrated hits | actives 0.007% (n = 200,000); in the data active = displacement above about 50%; also: a part of the inactive calls stands beside numbers as strong as those of hits
AID2073 – inhibitors of Mint1-CaV2.2 protein interaction, biochemical, HTRF (AID 2073); actives 0.19% (n = 290,000); Voltage-dependent N-type calcium channel subunit alpha-1B (Homo sapiens); one-dose inhibition, % at 20 µM; IC50 in µM for titrated hits; HTRF protein-protein interaction, Mint1-CaV2.2; higher % means a stronger effect; in the data active = inhibition mostly above about 51%, no sharp cut-off; also: some results filed as inactive read as strong as hits
Rac1 GTP hydrolysis – MgcRacGAP GTPase-activating activity inhibitors, confirmation, biochemical, ADP Hunter fluorescence; actives 0.6% (n = 340,000); Rac GTPase-activating protein 1 (Homo sapiens); AID 624330, 2012; one-dose inhibition, % at 30 µM; IC50 in µM for titrated hits; MgcRacGAP-stimulated Rac1 GTP hydrolysis, ADP Hunter fluorescence; higher % means a stronger effect; GST-tagged Rac1 F28L mutant substrate;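 active = first-screen hits whose inhibition reached a set limit at any dose in the follow-up dose series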;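 also: fluorescence reports GDP produced by GAP-driven GTP hydrolysis; strong numbers were not always called active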
RSV CPE inhibition – RSV antiviral activity via CPE protection, HEp-2 cells, primary 10 µM value included (AID 2391); HEp-2 cells, RSV-induced CPE inhibition; higher % means a stronger effect; one-dose CPE inhibition, % at 10 µM; IC50 in µM for titrated hits; actives 0.13% (n = 310,000); in the data active = a potency from the dose series; also: strong numbers were not always called active
Dengue-2 NS5 capping – Dengue-2 NS5 methyltransferase inhibitors, primary screen, biochemical, confirmation dose response (AID 588689); Genome polyprotein (Dengue virus type 2 (strain 16681-PDK53)); Dengue-2 NS5 methyltransferase capping enzyme assay, biochemical; higher % means a stronger effect; one-dose inhibition, % at 25 µM; IC50 in µM for titrated hits; actives 0.3% (n = 340,000); in the data active = a potency from the dose series
Siah-1 displacement – Siah-1 peptide-binding antagonists, primary screen, biochemical, fluorescence polarization, rhodamine-plectin, uHTS (AID 1817); E3 ubiquitin-protein ligase SIAH1 (Homo sapiens); Siah-1 / rhodamine-plectin peptide fluorescence polarization; higher % means a stronger effect; one-dose displacement, % at 20 µM; IC50 in µM for titrated hits; actives 0.02% (n = 290,000);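 active = displacement of at least 50% at 20 µM, with a fluorescence ratio check between 0.3 and a set limit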;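 also: plate controls were Siah plus tracer with DMSO for no effect and tracer alone without Siah for full effect; strong numbers were not always called active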
HIV peptide binding – inhibitors of HIV fusion peptide binding, primary screen, biochemical, uHTS, fluorescence dequenching (AID 1986). inhibition, % at 20 µM, or IC50 in µM where a hit was titrated. actives 0.3% (n = 290,000). cell-free peptide binding, fluorescence dequenching, 30 min; higher % means a stronger effect; in the data active = inhibition mostly above about 52%, no sharp cut-off; inactive = mostly below about 76%; also: some results filed as inactive read as strong as hits
Large T inhibition – SV40 large T antigen inhibitors, biochemical (AID 1903); SV40 large T antigen ATPase/helicase inhibition assay; higher % means a stronger effect; inhibition, % at 20 µM, or IC50 in µM where a hit was titrated; actives 0.39% (n = 310,000); in the data active = a potency from the dose series; also: strong numbers were not always called active
Dengue-2 NS5 capping pilot replicate – second read-out of Dengue-2 NS5 capping, no call of its own (marks repeat the call); inhibition, %; measured here: pilot screen replicate inhibition
* marks the source's active call; other numbers are inactive results; . = not tested or not shown. This is a random part of the collection, and some 1.7% of all compounds hit somewhere here.

SMILES | LYP phosphatase | XIAP antagonists | AID2073 | Rac1 GTP hydrolysis | RSV CPE inhibition | Dengue-2 NS5 capping | Siah-1 displacement | HIV peptide binding | Large T inhibition | others
O=C(Nc1ccccc1C(=O)O)c1ccc(Br)c(S(=O)(=O)NCc2ccccc2)c1 | -4% | -6.9% | 8% | 12% | 0.6% | -4% | 1% | 28% | 8%
O=C(C1CCN(S(=O)(=O)N2CCOCC2)CC1)N1CCN(c2ccc(F)cc2)CC1 | -10% | -4.5% | 6% | 11% | 2.1% | -2% | -6% | -0.4% | 16%
Cc1ccc(C(=O)Nc2nc3n(n2)C(c2ccccc2)CC(=O)N3)cc1 (stereo not drawn) | -8% | . | 2% | . | . | . | -2% | 0.9% | 27%
COC(=O)c1c(NC(=O)CSc2nc(-c3ccco3)cc(C(F)(F)F)n2)sc2c1CCCC2 | 0% | -2.4% | -12% | 4% | 1.2% | 2% | -3% | 0.7% | -7%
CC(=O)c1cccc(NC(=O)[C@@H](NC(N)=O)C(C)C)c1 | 0% | -10% | 1% | 5% | 1.1% | -12% | -2% | -0.2% | 5%
COc1ccc(C(=O)NCC(=O)NCC(=O)OCc2ccc(Cl)cc2)cc1 | -10% | . | -4% | 4% | 0.0% | -10% | 1% | -2.2% | 16%
Cc1ccc(SCCNC(=O)/C=C/c2cccc([N+](=O)[O-])c2)cc1 | -9% | -4.8% | -8% | 4% | 6.6% | -1% | 6% | 1.0% | 7%
O=C(CSc1ccccn1)c1ccc2c(c1)OCO2 | 5% | -3.8% | -8% | 3% | -0.1% | -1% | -2% | -1.9% | 17%
NC(=O)CN1CCN(c2cccc(Cl)c2)CC1 | -6% | -4.5% | 12% | 6% | 1.1% | -6% | 3% | 0.3% | 6%
O=C(CCCCCN1C(=O)c2ccccc2C1=O)Nc1cccc(O)c1 | -2% | . | 18% | 10% | 1.9% | 5% | 8% | -0.9% | 12%
Cc1cc(C(=O)NNC(=S)NCC2CCCO2)cs1 (stereo not drawn) | -9% | -2.2% | -28% | 10% | 0.6% | -3% | 2% | -0.7% | 15%
O=[N+]([O-])c1ccccc1CNc1ccc(F)c(Cl)c1 | 0% | -10% | -7% | 7% | 3.4% | 4% | 4% | 39% | -14%
CC(C)S(=O)(=O)C/C(N)=N/OC(=O)c1cc(Cl)cc(Cl)c1 | -6% | . | 11% | . | 0.6% | . | -4% | -0.8% | -4%
O=C(Cn1c(=O)oc2ccccc21)NCCc1ccccc1Cl | -2% | -5.6% | 5% | 2% | 0.9% | 1% | 7% | -0.4% | 4%
COCC(C)n1c(C)cc(C(=O)CN2C(=O)NC(Cc3c[nH]c4ccccc34)C2=O)c1C (stereo not drawn) | 0% | -2.0% | 7% | 12% | 1.2% | -5% | -3% | -8.7% | 3%
CN(C)S(=O)(=O)N1CCC(Oc2ccc(C(=O)N3CCCCCCC3)cc2)CC1 | -4% | . | 29% | -3% | 12% | -3% | -5% | -0.4% | 3%
CCOc1ccc(S(=O)(=O)N2CCOCC2)cc1NC(=O)CSC(=S)N1CCCC1 | . | . | . | 4% | -0.2% | 1% | . | . | 5%
CC(Sc1ccccc1)C(=O)NNC(=O)c1csc(N2CCOCC2)n1 (stereo not drawn) | . | . | . | 2% | -1.6% | 4% | . | . | 7%
CN(CCO)c1cnccn1 | -9% | -2.8% | -4% | 11% | -0.1% | -8% | 11% | -0.7% | 8%
Cc1cc(C)c(S(=O)(=O)NCc2ccccn2)c(C)c1 | 1% | . | 12% | -9% | 1.1% | -5% | 4% | 4.2% | 14%
CC1CCN(c2nc(Cl)nc(Nc3ccc([N+](=O)[O-])cc3)n2)CC1 | 4% | -14% | -4% | 4% | 2.0% | . | 0% | 2.5% | 3%
O=C(NCCCc1ccccc1)c1ccc(CS(=O)Cc2ccc(Cl)cc2)o1 (stereo not drawn) | -12% | . | -1% | 10% | 4.4% | 4% | 10% | 0.5% | 10%
O=C(NC1CCCC1)C(Cc1ccccc1)n1cccc1 (stereo not drawn) | -2% | 0.0% | -2% | 8% | 1.7% | -3% | 7% | -0.7% | 8%
CN(C)S(=O)(=O)c1ccc(C(=O)NC(=O)CSc2ccccc2)cc1 | -10% | -8.6% | 18% | 3% | 0.8% | -2% | 5% | -2.1% | 6%
Cc1cc(C)nc(N2CCC(C(=O)NCc3ccco3)CC2)n1 | -9% | -3.6% | -5% | 4% | 2.1% | 2% | -3% | 0.8% | 8%

The list goes on (3 carried over from the part before).
SMILES | LYP phosphatase | XIAP antagonists | AID2073 | Rac1 GTP hydrolysis | RSV CPE inhibition | Dengue-2 NS5 capping | Siah-1 displacement | HIV peptide binding | Large T inhibition | others
O=C(NC1CCCC1)C(Cc1ccccc1)n1cccc1 (stereo not drawn) | -2% | 0.0% | -2% | 8% | 1.7% | -3% | 7% | -0.7% | 8%
CN(C)S(=O)(=O)c1ccc(C(=O)NC(=O)CSc2ccccc2)cc1 | -10% | -8.6% | 18% | 3% | 0.8% | -2% | 5% | -2.1% | 6%
Cc1cc(C)nc(N2CCC(C(=O)NCc3ccco3)CC2)n1 | -9% | -3.6% | -5% | 4% | 2.1% | 2% | -3% | 0.8% | 8%
Cc1ccccc1NC(=O)CN1C(=O)c2cccnc2Oc2ccc(Cl)cc21 | -12% | . | 9% | 4% | 6.0% | 9% | -2% | 2.1% | 6%
CC(=O)c1ccccc1NC(=O)CN1C(=O)CS/C1=C\c1nc(-c2ccc(C)cc2)cs1 | 8% | -0.5% | 31% | 8% | 2.9% | 2% | 2% | 0.7% | 23%
Cc1cc(C)c2[nH]c(=O)c(CN(Cc3ccc4c(c3)OCO4)Cc3nnnn3C3CCCC3)cc2c1 | 2% | -6.8% | 12% | 3% | 3.4% | -3% | 2% | -4.0% | .
COc1ccc(CCN=C(N)Nc2nc(C)cc(C)n2)cc1 | -4% | -7.4% | -2% | 8% | 0.0% | -5% | -5% | -0.9% | 1%
CCCC(=O)NCCc1cc2c(C)ccc(C)c2[nH]c1=O | -7% | -2.4% | 23% | 6% | 1.3% | 1% | -4% | -0.6% | -2%
CCn1c(/C=C/c2ccc([N+](=O)[O-])o2)nc2ccccc2c1=O | 0% | -6.0% | 2% | 5% | -1.8% | -43% | 2% | 43% | 29%
COc1cccc(NC(=O)CN(C)C(=O)c2ccc3c(c2)S(=O)(=O)N=C2CCCCCN23)c1 | . | . | . | -1% | -0.5% | 1% | . | . | 9%
CC1CC(C)CN(C(=O)C2CCCN(S(=O)(=O)c3cnc[nH]3)C2)C1 (stereo not drawn) | -14% | . | -7% | 3% | 2.4% | -11% | -3% | 0.0% | 1%
COc1ccc(N2CCN(CC(=O)Nc3c(C)cc(C)cc3C)CC2)cc1 | -7% | -4.8% | -9% | 13% | 0.5% | -4% | -1% | 1.7% | 24% | Dengue-2 NS5 capping pilot replicate=-6.1
CCSc1nnc(-c2ccncc2)o1 | -7% | -0.2% | -5% | 1% | 0.1% | -10% | 4% | -0.9% | 1%
COc1ccc(CCNC(=O)c2ccccc2SC)cc1 | 5% | -8.1% | -3% | 9% | -0.2% | 1% | -5% | -1.3% | 9%
Cc1ccc(OCCC(=O)N(CCC(C)C)c2c(N)n(Cc3ccccc3)c(=O)[nH]c2=O)cc1 | . | . | . | 17% | -1.9% | 0% | . | . | 20%
COc1cccc(/C(O)=C2/C(=O)C(=O)N(CCCN(C)C)C2c2cccc(Cl)c2)c1 (stereo not drawn) | -3% | -3.4% | 3% | . | . | . | 0% | 3.0% | .
Cc1ccc(CCN2CC(C(=O)NCc3ccco3)CC2=O)cc1 (stereo not drawn) | -11% | -0.9% | -6% | 12% | -0.6% | -6% | -5% | 0.3% | 6%
CNc1ccccc1C(=O)OC(C)C(=O)Nc1ccc(Cl)cn1 (stereo not drawn) | -10% | . | 14% | 0% | 0.5% | -1% | -4% | -1.2% | 4%
Cc1nc(NC(=O)CN2CCOCC2)sc1C(=O)N(C)C | -8% | . | 12% | 7% | 1.9% | -8% | -2% | -0.9% | 2%
O=C1CC2CS(=O)(=O)CC2N1c1ccc(Cl)cc1Cl (stereo not drawn) | -9% | -7.3% | -9% | 7% | -0.1% | -6% | 2% | 0.9% | -3%
COc1ccc(N2CCN(c3c(S(=O)(=O)c4ccccc4)cnc4ccc(OC)cc34)CC2)cc1 | 1% | 1.8% | 15% | 10% | 5.7% | -1% | -2% | -3.2% | 3%
CC1CCCC(NC(=O)COC(=O)CSc2ccc3ccccc3c2)C1C (stereo not drawn) | 5% | -5.8% | 6% | 7% | 0.8% | -3% | -4% | 1.1% | -1%
Cc1c(C(=O)O)oc2c1/C(=N\O)CC(C)(C)C2 | -6% | -3.9% | 3% | 5% | 2.5% | 1% | -2% | -1.5% | 29%
CCCSc1nnc2nc(C)cc(C)n12 | -6% | -2.7% | 6% | 10% | 3.2% | 3% | 3% | 0.6% | 1%
COC(=O)c1ccccc1S(=O)(=O)N(Cc1cc2cc3c(cc2[nH]c1=O)OCO3)C1CCCCC1 | -3% | -8.5% | 14% | . | 0.8% | . | 9% | -0.8% | 12%
Cc1ccccc1NC(=O)OCCN1CCN(Cc2ccccc2)CCC1=O | -7% | -12% | 1% | 7% | 1.1% | -9% | -6% | -2.0% | 4%
CC(=O)Nc1nc2c(c3c1c(=O)oc1ccccc13)CCCCC2 | -3% | -2.3% | -5% | . | 1.2% | . | 1% | 0.9% | 10%

A draw from above in order of formula weight, descending:
SMILES | LYP phosphatase | XIAP antagonists | AID2073 | Rac1 GTP hydrolysis | RSV CPE inhibition | Dengue-2 NS5 capping | Siah-1 displacement | HIV peptide binding | Large T inhibition | others
COC(=O)c1c(NC(=O)CSc2nc(-c3ccco3)cc(C(F)(F)F)n2)sc2c1CCCC2 | 0% | -2.4% | -12% | 4% | 1.2% | 2% | -3% | 0.7% | -7%
Cc1ccc(OCCC(=O)N(CCC(C)C)c2c(N)n(Cc3ccccc3)c(=O)[nH]c2=O)cc1 | . | . | . | 17% | -1.9% | 0% | . | . | 20%
O=C(C1CCN(S(=O)(=O)N2CCOCC2)CC1)N1CCN(c2ccc(F)cc2)CC1 | -10% | -4.5% | 6% | 11% | 2.1% | -2% | -6% | -0.4% | 16%
COc1cccc(/C(O)=C2/C(=O)C(=O)N(CCCN(C)C)C2c2cccc(Cl)c2)c1 (stereo not drawn) | -3% | -3.4% | 3% | . | . | . | 0% | 3.0% | .
CNc1ccccc1C(=O)OC(C)C(=O)Nc1ccc(Cl)cn1 (stereo not drawn) | -10% | . | 14% | 0% | 0.5% | -1% | -4% | -1.2% | 4%
COc1ccc(CCNC(=O)c2ccccc2SC)cc1 | 5% | -8.1% | -3% | 9% | -0.2% | 1% | -5% | -1.3% | 9%
CCCSc1nnc2nc(C)cc(C)n12 | -6% | -2.7% | 6% | 10% | 3.2% | 3% | 3% | 0.6% | 1%

From PubChem BioAssay
